ATG4B inh – ATG4B protease inhibitors, primary screen, biochemical, fluorescence, uHTS | Cysteine protease ATG4B (Homo sapiens), Q9Y4P1 | ATG4B cleavage of LC3-PLA2, NBD-HPC fluorescence, 1 h | inhibition, % at 8.33 µM | hit rate 0.51% among 340,000; in the data active means inhibition above about 40%
EBI2 block – EBI2 receptor antagonists, beta-arrestin recruitment, primary screen, cell-based, luminescence, 7a,25-OHC stimulation, uHTS | G-protein coupled receptor 183 (Homo sapiens), P32249 | 7a,25-OHC stimulated | inhibition, % at 5 µM | hit rate 0.81% among 360,000 | AID 651636, 2012; in the data active means inhibition above about 38%;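 further: enzyme fragment complementation signal reports receptor beta-arrestin coupling in cells; 0% = agonist plus DMSO wells and 100% = wells without agonist; some results beyond the cut were filed as inactive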
CCR6 antagonist – CCR6 receptor antagonists, primary screen, cell-based, CHO-K1, luminescence, beta-arrestin, uHTS; inhibition, % at 20 µM; hit rate 0.49% among 340,000; C-C chemokine receptor type 6 (Homo sapiens), P51684; AID 493098, 2011; CHO-K1 CCR6 PathHunter beta-arrestin, CCL20-stimulated;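 active means compounds whose inhibition of the agonist-driven luminescence signal at 20 µM reaches about 50%, limit read from the data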;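 further: cells stimulated with CCL20 at 14 nM final; plate controls were DMSO with CCL20 for no effect and DMSO without agonist for full effect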
Target sequence (P51684 whole entry, looked up): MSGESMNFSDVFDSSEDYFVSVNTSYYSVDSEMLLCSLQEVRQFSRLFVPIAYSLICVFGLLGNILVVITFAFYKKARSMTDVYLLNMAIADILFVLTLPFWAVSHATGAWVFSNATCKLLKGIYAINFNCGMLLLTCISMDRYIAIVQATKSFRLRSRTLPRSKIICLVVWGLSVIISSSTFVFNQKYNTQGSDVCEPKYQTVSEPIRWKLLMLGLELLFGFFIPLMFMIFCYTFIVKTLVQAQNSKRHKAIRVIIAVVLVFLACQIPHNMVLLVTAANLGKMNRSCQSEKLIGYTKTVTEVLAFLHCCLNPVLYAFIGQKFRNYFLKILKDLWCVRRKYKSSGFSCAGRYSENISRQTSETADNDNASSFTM
CXCR6 block – CXCR6 receptor inhibitors, primary screen, cell-based, beta-arrestin, luminescence, CHO-K1 PathHunter, 1536-well; inhibition, % at 20 µM; hit rate 0.36% among 360,000; in the data active means inhibition above about 34%, passing the limit was not always enough;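 further: antagonist mode with CXCL16 agonist at 10 nM final; 0% = 10 nM CXCL16 with DMSO and 100% = unstimulated wells without agonist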
Target sequence (O00574 whole entry, looked up): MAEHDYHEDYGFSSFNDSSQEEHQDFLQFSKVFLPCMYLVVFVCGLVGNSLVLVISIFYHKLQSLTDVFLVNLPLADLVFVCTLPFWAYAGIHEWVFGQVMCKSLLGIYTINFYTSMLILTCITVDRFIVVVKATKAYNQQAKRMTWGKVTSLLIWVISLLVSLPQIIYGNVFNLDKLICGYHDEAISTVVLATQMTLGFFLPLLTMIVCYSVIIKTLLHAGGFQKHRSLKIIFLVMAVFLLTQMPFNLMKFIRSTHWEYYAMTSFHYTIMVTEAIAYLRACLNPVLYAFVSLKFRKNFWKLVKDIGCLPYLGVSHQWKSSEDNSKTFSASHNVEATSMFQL
APJ agonist – agonists of human apelin receptor APJ, primary screen, CHO-K1 cells, PathHunter beta-arrestin, luminescence. hit rate 0.11% among 330,000. activation, % at 20 µM. 0% DMSO wells, 100% apelin. P35414;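 active means activation more than six SD over the plate average, tested at 20 µM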;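 further: 0% = DMSO alone and 100% = apelin-13 at 10 nM; some results filed as inactive read as strong as hits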
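Incubation: overnight seeding, 90 min compound at 25 °C, 1 h detection; test system: PathHunter CHO-K1 APJ (AGTRL-1) beta-arrestin reporter cells; amount: 1000 cells/well; doses: one dose, 20 µM compound, 1% DMSO; measured by: beta-gal luminescence; measure: agonist-driven arrestin binding to APJ; benchmarks: negative DMSO alone, positive Apelin-13 at 10 nM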
APJ antag – antagonists of human apelin receptor APJ, primary screen, CHO-K1 cells, beta-arrestin complementation, luminescence; hit rate 0.32% among 330,000; inhibition, % at 20 µM;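 active means inhibition above about 40% at 20 µM, limit read from the data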;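 further: cells challenged with 10 nM apelin-13 agonist together with compound; plate controls were apelin-13 plus DMSO wells for no effect and DMSO wells lacking apelin-13 for full effect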
UBC13 inh – UBC13 polyubiquitin chain formation inhibitors, primary screen, biochemical, TR-FRET, uHTS. Ubiquitin-conjugating enzyme E2 N (Homo sapiens), P61088. inhibition, % at 20 µM. hit rate 0.47% among 330,000. AID 485273, 2010; in the data active means inhibition above about 45%, passing the limit was not always enough
Target sequence (P61088 whole entry, looked up): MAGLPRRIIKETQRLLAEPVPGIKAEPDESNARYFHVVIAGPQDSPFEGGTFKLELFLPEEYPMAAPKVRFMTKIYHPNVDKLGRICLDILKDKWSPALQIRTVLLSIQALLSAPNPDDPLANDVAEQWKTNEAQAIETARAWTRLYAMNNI
Gli-Sufu block – Gli-Sufu pathway antagonists, primary screen, luciferase luminescence, Sufu-KO-LIGHT cells, uHTS. Sufu-KO-LIGHT fibroblasts, Gli luciferase reporter luminescence. inhibition, % at 5 µM. hit rate 0.74% among 340,000. AID 588413, 2011;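 active means inhibition above about 55%, limit read from the data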;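 further: 0% = DMSO-treated cells and 100% = wells with medium but no cells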
An asterisk follows results filed as active; nt = not tested or not shown.

Start of the data: the first 2 records as a preview:
SMILES	ATG4B inh	EBI2 block	CCR6 antagonist	CXCR6 block	APJ agonist	APJ antag	UBC13 inh	Gli-Sufu block
COc1ccc(C2CC(=O)Oc3c(C(CCN4CCCCC4)c4ccc(N(C)C)cc4)c(OC)cc(OC)c32)cc1 (configuration not stated)	-6	-12	5	3	13	-1	26	6
COc1ccc2oc(=O)c(C(=O)C[n+]3cccc(C)c3)cc2c1	7	-8	-19	-4	0	-3	2	-2

The listing, repeating the preview:
SMILES	ATG4B inh	EBI2 block	CCR6 antagonist	CXCR6 block	APJ agonist	APJ antag	UBC13 inh	Gli-Sufu block
COc1ccc(C2CC(=O)Oc3c(C(CCN4CCCCC4)c4ccc(N(C)C)cc4)c(OC)cc(OC)c32)cc1 (configuration not stated)	-6	-12	5	3	13	-1	26	6
COc1ccc2oc(=O)c(C(=O)C[n+]3cccc(C)c3)cc2c1	7	-8	-19	-4	0	-3	2	-2
N#Cc1c(NC(=O)C2CC(Cl)=CCC2C(=O)O)sc2c1CCCCC2 (configuration not stated)	-5	-11	12	4	nt	nt	nt	-18
N#Cc1ccc(OCC(=O)OCC(=O)Nc2ccc(N3CCOCC3)cc2)cc1	-6	-3	-8	-6	3	-41	-5	0
O=C(CCC1CCCN(C(=O)CC2=CCCCC2)C1)N1CCN(c2ccccn2)CC1 (configuration not stated)	23	-2	7	-9	-1	2	2	20
COc1ccccc1C(=O)Nc1ncc2c(n1)CC(c1ccco1)CC2=O (configuration not stated)	-19	7	4	-10	1	20	-3	5
O=C(CSc1nc2ccccc2c2nc3ccccc3n12)NCc1ccco1	12	0	-4	-4	0	-12	-32	13
CN(C)S(=O)(=O)c1cccc(NC(=O)c2cc(-c3cccs3)nn2-c2cccc(Cl)c2)c1	0	15	2	2	0	0	-5	1
COc1ccc(S(=O)(=O)Nc2ccc(OCC(=O)O)cc2)c2ccccc12	-2	3	6	0	-5	3	1	8
CCCCCCCn1ccc(O)c(CC(=O)OC)c1=O	-7	-3	-6	-4	-6	-23	-2	-10
CC(C)(C)NC(=O)Cn1nnc(-c2ccc(OCc3c(F)cccc3Cl)cc2)n1	17	-5	11	17	-1	-8	-3	3
Cc1nc2nc(-c3ccccc3)cc(=O)n2[nH]1	-6	-8	8	-7	2	-27	-3	0
COCCn1c(-c2ccc(SC)cc2)nc2c1c(=O)[nH]c(=O)n2CC(C)C	-1	-2	8	9	1	2	13	10
Cc1ccccc1NC(=O)CCC(=O)N/N=C/c1ccncc1	5	-4	-2	0	-2	-4	-12	-2
NC(=O)c1nsc(C(=O)N(c2ccccc2F)C(C(=O)NCc2ccc(F)cc2)c2ccc(O)cc2)c1N (configuration not stated)	22	-4	15	2	4	2	47*	25
Nc1nnc(CCS(=O)(=O)c2ccc(Br)cc2)s1	-3	0	-15	0	-3	3	-3	-5
N=c1c(S(=O)(=O)c2ccccc2)cc2c(=O)n3ccccc3nc2n1Cc1cccnc1	0	18	16	10	-4	-2	-10	7
CCCOc1ccc(C2/C(=C(/O)c3ccccc3)C(=O)C(=O)N2CCCN(C)C)cc1OC (configuration not stated)	-9	0	-17	9	1	14	-4	-2
CCOC(=O)C1CCN(S(=O)(=O)c2c(Cl)ccc3nonc23)CC1	nt	14	nt	-4	3	4	5	nt
O=C(CNC(=O)c1cccc(F)c1)N/N=C/c1cccnc1	2	-10	-11	-4	-1	-1	-2	-7
CC(C)(C)c1cc(=O)n2[nH]c(N)nc2n1	0	-2	-1	-2	8	-14	-3	-2
CCCCCCN=CC1=C(O)C(C(=O)OC)C(C)(C)CC1=O (configuration not stated)	3	8	0	0	-2	12	2	-8
CC(=O)Nc1ccc(S(=O)(=O)NNC(=O)COc2ccc(Cl)cc2Cl)cc1	0	4	11	-16	-1	-2	3	9
Cc1ccc(NC(=O)c2cc(NC(=O)CCC(=O)O)ccc2N2CCCCC2)cc1	46*	-5	7	0	-3	20	-9	-9
Cc1ccc(C(C)C)c(OCc2nn(CC(=O)c3ccc(Cl)cc3)c3[n+]2CCCCC3)c1	13	0	15	6	-3	14	43	30
O=C(N/N=C/c1c(O)ccc2ccccc12)c1ccc(CO)nc1	-7	4	20	1	3	7	-11	17
CCSc1nnc(NC(=O)C(C(F)(F)F)C(F)(F)F)s1	1	-5	0	-2	0	13	-7	0
CCOC(=O)CC[C@H](NC(=O)Cn1cnc2c(SC)nc(N)nc21)C(=O)OCC	nt	-10	2	-7	-3	3	3	1
CC(C)(CC(=O)O)CC(=O)N1CCCN(c2nccc(C(F)(F)F)n2)CC1	-2	-6	9	3	-2	5	-1	-2
Cc1cc([N+](=O)[O-])nn1CCCC(=O)Nc1ccc(Cl)cc1Cl	-7	3	3	1	-2	16	0	8

Laid out differently: two of the compounds above.
mol | ATG4B inh | EBI2 block | CCR6 antagonist | CXCR6 block | APJ agonist | APJ antag | UBC13 inh | Gli-Sufu block
NC(=O)c1nsc(C(=O)N(c2ccccc2F)C(C(=O)NCc2ccc(F)cc2)c2ccc(O)cc2)c1N (configuration not stated) | 22 | -4 | 15 | 2 | 4 | 2 | 47* | 25
Nc1nnc(CCS(=O)(=O)c2ccc(Br)cc2)s1 | -3 | 0 | -15 | 0 | -3 | 3 | -3 | -5

(more compounds)
SMILES	ATG4B inh	EBI2 block	CCR6 antagonist	CXCR6 block	APJ agonist	APJ antag	UBC13 inh	Gli-Sufu block
CCc1cc(C)c(O)c(CC)n1	-4	2	4	-3	-2	4	4	11
COc1ccc(C)cc1S(=O)(=O)N1CCN(C)CC1c1ccccc1 (configuration not stated)	3	-13	10	3	-2	10	-4	7
C=CCSC1=C(C#N)C(c2ccccc2OCC)C(C#N)C(=O)N1 (configuration not stated)	-8	-8	-1	3	-4	5	0	-1
CC(C)(C)NC(=O)C(=O)NN=C1CCCCCC1	5	5	3	-7	0	5	-8	-7
O=C(CN1C(=O)NC2(CCCC2)C1=O)Nc1ccc(F)c(F)c1F	1	-10	-8	-5	0	8	-10	-1
COc1cccc(NC(=O)CN(C)C(=O)/C=C/c2cn(-c3ccccc3)nc2-c2ccc(C)cc2)c1	-12	28	9	-2	-1	-48	-5	4
CCCc1cc(NCCCn2ccnc2)n2nc(C)c(-c3ccccc3)c2n1	-14	13	9	6	-2	10	18	7
Brc1c(-c2ccc3c(c2)OCO3)nc2ncccn12	-3	-13	-7	2	0	20	-5	-23
O=C(COc1ccc(F)cc1)NCC1(N2CCCCC2)CCCCC1	0	-5	7	5	3	7	-8	9
N#CC1=C(N)c2ccccc2CC12CCCCC2	9	0	8	-7	-1	15	9	-3
Cc1nn(C(C)C(=O)NC2CCCCC2)c(=O)c2nn(-c3ccccc3)c(C)c12 (configuration not stated)	-9	-6	1	2	-3	10	0	1
O=C(NCCc1ccccc1)C(=O)NCC1CCCN1S(=O)(=O)c1ccccc1 (configuration not stated)	-4	2	5	0	8	-1	2	-4
CS(=O)(=O)N1CCC(Oc2ccccc2C(=O)N2CCCCC2CO)CC1 (configuration not stated)	3	-5	2	-3	-3	-16	-5	3
COc1ccc2cc3cc(C(=O)NCC4COc5ccccc5O4)oc3nc2c1 (configuration not stated)	-9	16	1	10	2	-3	16	-25
CCOC(=O)c1c(-c2ccccc2)oc2ccc(OC(C)=O)cc12	-2	6	2	-3	-3	5	20	-6
CC(=O)Nc1ccc(S(=O)(=O)NCCSCc2ccccc2Cl)cc1	6	-4	12	-17	-2	2	6	15
Oc1ccccc1C=NCC(O)c1ccccc1 (configuration not stated)	-4	-13	3	-1	0	1	7	2
Nc1nc(-c2ccc3ccccc3c2)c(C2(O)C(=O)Nc3c(Br)cc(F)cc32)s1 (configuration not stated)	-4	5	-11	-2	-2	-15	11	-10
O=C(N/C(=C/c1ccccc1Cl)C(=O)N1CCCC1)c1ccccc1	-4	5	5	-3	-1	-20	-6	5
Cc1c(CCC(=O)N[C@@H](C)C(=O)O)c(=O)oc2cc3occ(-c4ccccc4)c3cc12	6	-7	11	8	-3	-4	-8	3
CSc1ccc(Cl)c(C(=O)OCC(=O)N(C)CCC#N)c1	-3	5	8	0	-4	-32	14	2
Cc1ccc(CNC(=O)CSc2nc3ccccc3c(=O)n2CC2CCCO2)cc1 (configuration not stated)	-3	-17	14	7	-1	-11	21	-5
CSc1nc(-c2ccccc2)ccc1C(N)=O	2	2	-1	-1	-2	16	10	-1
CNC(=O)c1sccc1-n1cccc1	0	-4	-21	-6	2	12	-14	-2
COc1ccc(C2C(C(=O)c3ccco3)=C(O)C(=O)N2CCOCCO)cc1OC (configuration not stated)	7	-10	0	-1	-3	-5	-9	1
O=C(CCCSc1nc(-c2ccco2)cc(C(F)(F)F)n1)NCc1cccs1	12	-11	12	10	-1	3	-12	-3
COc1ccc(Cl)cc1NC(=O)C(C)N1CCc2ccccc21 (configuration not stated)	4	5	23	-8	-5	23	2	5
CCC(CC)C(=O)Nc1nnc(S(=O)(=O)N(CC)c2ccc(OC)cc2)s1	6	5	6	8	-2	10	-4	9
CN(C1CCCCC1)S(=O)(=O)c1ccc2c(c1)c(=O)c(C(=O)NCCCN1CCCC1)cn2C	-2	-7	6	5	-5	-43	13	-1
CCOC(=O)c1ccc(Oc2coc3cc(O)ccc3c2=O)cc1	11	-7	8	-4	3	-5	11	-7
COc1ccc(CCNC(=O)CN2c3cccc4cccc(c34)S2(=O)=O)cc1	-6	9	5	-4	6	13	6	-9
O=c1c2ccccc2ncn1Cc1cccc2ccccc12	3	-4	7	9	-4	9	14	5
CN(CC(=O)Nc1ccccc1Cl)C1CCS(=O)(=O)C1 (configuration not stated)	2	4	12	-6	-4	7	1	4
Fc1ccc2nc(C(F)(F)F)cc(N3CCOCC3)c2c1	0	0	5	-10	nt	nt	nt	6
CSc1nc(Oc2ccc(=O)[nH]n2)nc(N(C)C)n1	-6	-9	-3	6	0	2	-5	1
COc1cc(OC)c2c3c(c(C4CCCCC4)nc2c1)CCC3	-3	18	13	0	-3	9	11	14
COc1ccc(C2CC(c3ccc([N+](=O)[O-])cc3)=NN2C(C)=O)cc1 (configuration not stated)	-10	6	9	-3	3	-22	-19	-9
CCNC(=O)NC(=O)C(C)OC(=O)c1oc2ccc(OC)cc2c1C (configuration not stated)	0	9	3	1	-2	11	14	4
O=C(CNS(=O)(=O)c1ccc(Br)cc1)N1CCN(Cc2ccccc2)CC1	2	-12	-5	-3	3	-11	-10	-8
CC(C)(C)OC(=O)N1CCN(c2ccc([N+](=O)[O-])cc2)CC1	7	1	14	5	-3	4	-11	-2
CC(CCCC(C)(C)O)NC(=O)c1ccc2oc(CCc3ccccc3)nc2c1 (configuration not stated)	2	-8	-6	-6	-2	-8	-4	4
Cc1ccc(S(=O)(=O)N(CC(=O)Nc2ccccc2C(=O)O)c2cccc(Cl)c2C)cc1	26	-6	1	1	2	-5	-13	0
O=C(Nc1ccc(F)cc1F)c1csc(-c2ccncc2)n1	-1	0	3	2	-2	6	3	-6
CN1CCN(c2ccc(S(=O)(=O)N3CCCCC3)cc2NC(=O)c2ccc(F)cc2F)CC1	-13	-9	1	0	-1	6	16	5
CCC(=O)Nc1ccc(C(=O)CSc2nnc(-c3ccccc3F)n2CCc2ccccc2)cc1	1	-9	4	7	-1	-12	-10	2
CC1CCCCC1NC(=O)CSc1nnc(-c2ccco2)n1C (configuration not stated)	-4	-1	-3	4	-5	-6	6	0
CN(Cc1nc(-c2ccc3c(c2)OCO3)no1)CC1(N2CCOCC2)CCCCC1	19	7	-6	-1	-5	12	10	10
CN1CCc2[nH]c3ccc(C(=O)NN)cc3c2C1	13	10	-4	-7	1	-2	8	1
COc1ccc(CCNC(=O)C(=O)NCCCN2CCOCC2)cc1	3	-10	-2	0	-3	8	9	4
